Tn6 DDE FP: inhibitors of Tn6 peptide binding to human fibrin DD(E). Fibrin DD(E) TRITC-Tn6 fluorescence polarization displacement. hit rate 0.21% among 370,000. inhibition, % at 8.3 µM. P02675;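 active = inhibition above a per-campaign cutoff: mean of compounds within control limits plus 3 SD, cut at about 15% in these data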;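 note: 0% = median of all compound wells on the plate and 100% = blocking peptide control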
PLCb3 inh: blocks human PLC-beta3 enzyme activity; hit rate 0.18% among 370,000; AID 720704; Purified PLC-beta3, fluorogenic substrate, fluorescence; inhibition, % at 12.2 µM; in the data active = inhibition above about 11%;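 note: 0% = median of compound wells on plate and 100% = full blocker control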
ADAM17 inh: inhibitors of human ADAM17. inhibition, % at 6.95 µM. P78536. hit rate 0.83% among 370,000. AID 720648. recombinant ADAM17, EDANS/DABCYL FRET peptide cleavage;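 active = inhibition above the mean of compounds lying between control limits plus 3 SD, set per campaign, cut at about 8.5% in these data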;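 note: 0% = DMSO-only wells as the low control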
ARFGAP1 inh: rat ARFGAP1 inhibition; Q62848; Arfgap1-stimulated ARF1 GTP hydrolysis, GDP FP detection; inhibition, % at 16.5 µM; hit rate 0.26% among 360,000; AID 651572;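 active = inhibition above a per-plate limit, mean inhibition of low control wells plus 3 SD, cut at about 25% in these data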;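 note: 0% = DMSO wells with enzyme and 100% = wells lacking Arfgap1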
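Assay system: Rat Arfgap1 GAP domain (His6, aa 1-136), purified enzyme | Buffer or medium: HEPES 25 mM pH 7.5, NaCl 150 mM, MgCl2, DTT | Schedule: GTP hydrolysis reaction 2 h at 25 °C | Signal: FP of antibody-bound GDP Alexa 633 tracer, ex 620/em 688 nm | Measure: Percent inhibition of Arfgap1-stimulated GTP hydrolysis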
TDP2 inh: blocks human TDP2 phosphodiesterase activity; O95551; recombinant TDP2, T5PNP hydrolysis, p-nitrophenol absorbance 415 nm; inhibition, % at 12.8 µM; hit rate 0.34% among 370,000;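 active = inhibition above the mean of all tested compounds plus 3 SD, set per campaign, cut at about 25% in these data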;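 note: 0% = DMSO with enzyme and 100% = buffer with substrate but no TDP2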
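System: recombinant human TDP2 / Amount: 120 nM TDP2 per well / Also added: 5 mM T5PNP chromogenic substrate / Doses: 12.8 µM single point, 1% DMSO / Incubation: 2 h at 37 °C / Detection: p-Nitrophenol epi absorbance / Evaluation: % inhibition relative to enzyme-containing and enzyme-free wells / Repeats: singlicate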
ADAM10 inh: ADAM10 inhibition, QFRET primary screen | O14672 | inhibition, % at 7 µM | recombinant ADAM10, EDANS/DABCYL FRET peptide cleavage, 3 h | hit rate 0.62% among 370,000;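 active = inhibition above a per-campaign cutoff equal to the mean of compounds falling between control-based bounds plus 3 SD, cut at about 20% in these data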;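 note: 0% = DMSO wells while the 100% control is not disclosed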
Target sequence (O14672 214-748 limits assumed): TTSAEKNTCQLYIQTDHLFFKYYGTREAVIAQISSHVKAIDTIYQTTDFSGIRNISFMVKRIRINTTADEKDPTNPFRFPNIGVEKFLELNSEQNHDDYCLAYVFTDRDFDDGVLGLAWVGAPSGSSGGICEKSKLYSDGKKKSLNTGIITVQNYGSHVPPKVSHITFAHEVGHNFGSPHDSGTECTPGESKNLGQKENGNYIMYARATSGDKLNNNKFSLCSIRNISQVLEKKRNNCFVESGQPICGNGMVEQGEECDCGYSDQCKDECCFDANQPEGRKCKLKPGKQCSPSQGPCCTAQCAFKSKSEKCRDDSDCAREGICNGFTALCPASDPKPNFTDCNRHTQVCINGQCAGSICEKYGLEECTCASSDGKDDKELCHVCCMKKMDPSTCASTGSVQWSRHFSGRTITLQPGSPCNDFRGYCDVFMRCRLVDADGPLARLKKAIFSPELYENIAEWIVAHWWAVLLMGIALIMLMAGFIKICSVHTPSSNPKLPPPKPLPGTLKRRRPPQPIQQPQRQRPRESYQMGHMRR
ASAP1 GAP inh: inhibitors of human ASAP1 ArfGAP activity. ASAP1-stimulated ARF1 GTP hydrolysis, GDP FP detection. inhibition, % at 16.5 µM. hit rate 0.19% among 360,000; in the data active = inhibition above about 25%;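 note: 0% = vehicle with enzyme and substrate and 100% = no enzyme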
SIAE primary: inhibitors of human sialic acid acetylesterase SIAE. Q9HAT2. SIAE FP-Rh probe binding, fluorescence polarization. inhibition, % at 9.66 µM. hit rate 0.69% among 370,000;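 active = inhibition above a cutoff: mean of compounds within the control limits plus 3 SD of those, cut at about 17% in these data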;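 note: 0% = plate median of compound wells and 100% = probe without SIAE protein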
Target sequence (Q9HAT2 whole entry, looked up): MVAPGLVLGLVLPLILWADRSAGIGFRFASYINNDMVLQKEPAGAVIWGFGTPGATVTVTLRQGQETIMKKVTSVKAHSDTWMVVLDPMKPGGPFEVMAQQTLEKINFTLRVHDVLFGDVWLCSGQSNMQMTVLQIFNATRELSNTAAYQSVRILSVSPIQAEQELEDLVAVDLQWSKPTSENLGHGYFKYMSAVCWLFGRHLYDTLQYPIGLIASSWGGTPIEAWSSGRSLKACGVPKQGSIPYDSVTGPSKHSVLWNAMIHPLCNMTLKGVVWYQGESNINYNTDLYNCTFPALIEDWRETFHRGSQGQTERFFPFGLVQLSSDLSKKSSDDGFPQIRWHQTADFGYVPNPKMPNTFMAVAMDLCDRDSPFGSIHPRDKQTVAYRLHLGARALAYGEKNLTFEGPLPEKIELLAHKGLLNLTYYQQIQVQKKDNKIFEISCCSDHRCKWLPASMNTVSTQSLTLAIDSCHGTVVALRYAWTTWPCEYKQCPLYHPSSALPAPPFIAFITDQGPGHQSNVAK
PLCg1 inh: blocks human PLC-gamma1 enzyme activity | P19174 | purified PLC-gamma1, fluorogenic substrate, fluorescence | inhibition, % at 12.2 µM | hit rate 0.84% among 370,000; in the data active = inhibition above about 9.5%
Tn7 DDE FP: DD(E)-Tn7 binding inhibition, primary FP screen. P02675. FP displacement of FITC-Tn7 peptide from fibrin DD(E); 0% = median of compound wells per plate. inhibition, % at 8.3 µM. hit rate 0.13% among 370,000;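 active = inhibition above the mean of compounds falling within the control limits plus 3 SD of them, cut at about 14% in these data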;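 note: 0% = plate median of compound wells and 100% = 10 µM Aha-Tn7 peptide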
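assay system = human clot-derived fibrin DD(E) complex | quantity = Fibrin-DD(E) at 2 µM final | timing = 10 min preincubation, 3 h with tracer, room temperature | signal = fluorescence polarization | measure = percent inhibition | benchmarks = high control wells with 10 µM unlabelled Aha-Tn7 peptide (full inhibition) | replicates = singlicate testing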
* marks the source's active call; other numbers are inactive results; / = not tested or not shown.

No.	SIAE primary	PLCg1 inh	Tn7 DDE FP	ADAM10 inh	ASAP1 GAP inh	ARFGAP1 inh	ADAM17 inh	PLCb3 inh	Tn6 DDE FP	TDP2 inh	Structure
1	-4	-1	1	-1	7	0	-1	1	4	-3	N#Cc1ccc(C(=O)NCC(c2ccco2)N2CCCCC2)cc1 (configuration not stated)
2	8	-1	0	4	2	-4	-1	3	-4	10	COc1ccc(NC(=O)CN(C)C(=O)c2ccc(C)s2)cc1
3	23*	-164	5	-70	-2	-3	-18	-196	30*	9	Cc1cc(C(=O)COc2cccc3cccnc23)c(C)n1C
4	-1	5	-1	-7	14	-2	-3	-7	-7	-6	CC(C)C(NC(=O)CCNC(=O)c1ccc(C(C)(C)C)cc1)c1nc2ccccc2[nH]1 (configuration not stated)
5	7	-1	12	-2	-15	-13	1	1	8	-9	COCCn1c(Sc2ccc(C)cc2)nc2c1c(=O)[nH]c(=O)n2C
6	3	-1	-2	-5	-4	1	-4	-11	8	-3	O=S(=O)(Nc1ncccn1)c1ccc(NC(=S)Nc2ccccc2Cl)cc1
7	-3	-2	3	-13	7	2	-9	-8	2	-3	CC(C)CN(C(=O)CCCSc1nc2ccccc2[nH]1)c1c(N)n(Cc2ccccc2)c(=O)[nH]c1=O
8	0	1	3	5	-8	12	-1	4	5	-3	COC(=O)[C@@H]1[C@@H](C)N(Cc2ccccc2)C(=O)N[C@H]1c1cccc(C(F)(F)F)c1
9	-5	7	-5	9	-13	-6	3	4	-2	-2	N#CC(=C=[N-])/C=C(\C(=O)c1ccccc1)[n+]1ccccc1
10	0	-2	1	-2	-3	-2	-4	2	3	5	COc1ccc(/C(C)=N\n2cnnc2)cc1
11	3	0	-3	-4	16	7	-3	2	-2	5	CC(C)NC(=O)Nc1cccc2c1O[C@H](CN(C)S(=O)(=O)c1ccc(F)cc1)[C@@H](C)CN([C@H](C)CO)C2=O
12	6	2	8	5	2	0	-5	0	0	3	Cc1ccc(N2C(=O)c3ccc(C(=O)NCCN4CCOCC4)cc3C2=O)cc1
13	-5	-1	2	1	9	-10	0	-4	1	-2	Cc1cccc(OCCNS(=O)(=O)c2ccc(Cl)cc2)c1
14	-5	-2	2	6	-10	11	-1	2	8	-1	CN(C[C@@H](Cc1cccc2ccccc12)N(C[C@H](Cc1ccccc1)N(CCc1ccccc1)N=O)N=O)N=O
15	-2	1	2	-16	-1	6	-3	0	-2	-2	CCN1CCN(c2ccc(NC(=O)CC3OC(=O)c4ccccc43)cc2C)CC1 (configuration not stated)
16	1	1	-3	-3	10	-7	-5	-2	3	-6	COc1ccc(N2CCN(C(=O)COC(=O)CNC(=O)c3cccc(OC(F)F)c3)CC2)cc1
17	-6	-2	-8	4	3	4	1	-3	-4	-11	Cc1ccc(S(=O)(=O)NC(C(=O)N2CCOCCOCCOCC2)C(C)C)cc1 (configuration not stated)
18	1	1	-8	-4	4	21	-6	-1	8	2	Cc1ccc(-c2nnc(OCc3nc4ccccc4n3C)c3ccccc23)cc1
19	-5	5	-2	-10	-8	6	-3	-6	-5	8	Cc1cccnc1NC(=O)C1CC(=O)N(c2ccc3c(c2)OCCO3)C1 (configuration not stated)
20	-4	5	3	8	1	11	5	7	-1	-19	CN1[C@@H](COCc2ccccc2)C=CS1(=O)=O

Record cards, from the list above:
Cc1ccc(S(=O)(=O)NC(C(=O)N2CCOCCOCCOCC2)C(C)C)cc1 (configuration not stated) across the screens: SIAE primary: -6; PLCg1 inh: -2; Tn7 DDE FP: -8; ADAM10 inh: 4; ASAP1 GAP inh: 3; ARFGAP1 inh: 4; ADAM17 inh: 1; PLCb3 inh: -3; Tn6 DDE FP: -4; TDP2 inh: -11
COc1ccc(N2CCN(C(=O)COC(=O)CNC(=O)c3cccc(OC(F)F)c3)CC2)cc1 across the screens: SIAE primary: 1; PLCg1 inh: 1; Tn7 DDE FP: -3; ADAM10 inh: -3; ASAP1 GAP inh: 10; ARFGAP1 inh: -7; ADAM17 inh: -5; PLCb3 inh: -2; Tn6 DDE FP: 3; TDP2 inh: -6

Ordered by the number under Tn6 DDE FP (falling): 3 of the compounds above
No.	SIAE primary	PLCg1 inh	Tn7 DDE FP	ADAM10 inh	ASAP1 GAP inh	ARFGAP1 inh	ADAM17 inh	PLCb3 inh	Tn6 DDE FP	TDP2 inh	Structure
12	6	2	8	5	2	0	-5	0	0	3	Cc1ccc(N2C(=O)c3ccc(C(=O)NCCN4CCOCC4)cc3C2=O)cc1
11	3	0	-3	-4	16	7	-3	2	-2	5	CC(C)NC(=O)Nc1cccc2c1O[C@H](CN(C)S(=O)(=O)c1ccc(F)cc1)[C@@H](C)CN([C@H](C)CO)C2=O
17	-6	-2	-8	4	3	4	1	-3	-4	-11	Cc1ccc(S(=O)(=O)NC(C(=O)N2CCOCCOCCOCC2)C(C)C)cc1 (configuration not stated)

Later entries:
No.	SIAE primary	PLCg1 inh	Tn7 DDE FP	ADAM10 inh	ASAP1 GAP inh	ARFGAP1 inh	ADAM17 inh	PLCb3 inh	Tn6 DDE FP	TDP2 inh	Structure
21	0	2	6	-16	-7	7	-2	2	-4	0	O=C(NCCCN1CCOCC1)c1cc(S(=O)(=O)N2CCOCC2)ccc1Cl
22	7	8	0	-2	13	1	-5	-8	2	-5	COc1ccc(C(=O)NCCS(=O)(=O)NCC2CCCO2)cc1 (configuration not stated)
23	4	-2	-2	-11	-10	-8	-2	-1	5	-3	O=C1C(Cl)=C(N2CCN(Cc3ccccc3)CC2)C(=O)N1c1ccccc1
24	-3	1	-3	5	0	11	0	-4	4	-3	COC(=O)[C@]12CCCCC=C1N(Cc1ccc(Cl)cc1Cl)C(=O)[C@H](CC(=O)NCCC(C)C)C2
25	2	-5	4	-11	1	-3	-5	-8	-6	3	CC(C)(C)S(=O)(=O)N1Cc2cc(CO)ccc2[C@@H]1CCO
26	3	1	2	5	1	4	0	0	-1	17	CCOc1cc(NCc2ccccc2)c2ncn(C(C)C)c2c1
27	2	-1	-3	-4	11	-3	-6	1	3	2	Cn1nnnc1SCC(=O)Nc1cc(C(=O)O)cc(C(=O)O)c1
28	0	-3	4	-4	3	-1	-5	0	4	7	COc1ccc(Nc2nnc(-c3ccc4c(c3)OCO4)o2)cc1
29	1	-4	7	4	6	-13	-2	-2	0	9	Cc1cc(S(=O)(=O)N2CCCC2)ccc1OCC(=O)NCc1ccco1
30	3	1	3	-5	5	9	-2	1	0	11	O=C(Nc1ccc2c(c1)OC1(CCCC1)O2)C1CC1
31	-7	4	-3	-9	2	1	-4	-5	-6	-16	COCCCNC(=O)CSc1nc2ccccc2c(=O)n1CCC(=O)NCCc1ccc(OC)c(OC)c1
32	0	2	-3	0	1	4	-1	1	2	8	COCc1[nH][nH]c(=O)c1C=Nc1ccc(F)cc1F
33	1	0	0	-7	-10	-5	-1	-2	-4	-5	CC(=O)CC1OC(=O)C(Br)=C1NCc1ccccc1 (configuration not stated)
34	-8	1	-4	-10	13	-11	-3	-5	3	12	COc1cccc(-c2cc(C(=O)N3CCN(S(=O)(=O)c4ccc(Br)cc4)CC3)[nH]n2)c1
35	8	2	-6	3	9	1	1	-4	1	5	CSC1=N/C(=C\c2cccc(Cl)c2)C(=O)N1N(C)C
36	0	3	3	4	-10	2	-1	2	14	13	CCS(=O)(=O)N1CCN(C2Cc3ccccc3C2)CC1
37	-5	-3	9	-8	-10	8	-5	-3	-3	9	CCNC(=O)CC1C(=O)N(c2cccc(OC)c2)C(=O)N1CCOC (configuration not stated)
38	-10	-3	1	-20	-3	4	5	-6	0	-10	C[C@H](NC(=O)c1ccccc1Cl)C(=O)OCC(=O)NNC(=O)c1cccs1
39	0	1	-8	-3	-1	-2	-2	-6	0	12	COc1ccc(CCNC(=O)CCS(=O)(=O)c2ccc3c(c2)NC(=O)C(C)S3)cc1OC (configuration not stated)
40	0	1	-2	-7	-6	10	2	-1	1	8	O=C(CSCC(=O)Nc1ccc2ccccc2c1)NCc1ccccc1
41	-1	-1	-3	8	-1	5	-3	1	-13	7	CCNc1nc(NC(C)C)nc(OCC)n1
42	6	0	2	-2	16	6	-2	-1	-11	-3	CC(C)(C)c1nc(NCC2CCCO2)c2nnn(Cc3ccccc3)c2n1 (configuration not stated)
43	-3	4	11	1	/	/	-10	2	3	-5	CN1C(=O)c2cc(NC(=O)C3CC3)ccc2OC[C@H]2O[C@@H](CC(=O)NC3CCC3)CC[C@@H]21
44	6	-7	-6	11	12	9	-4	-22	-2	-4	COc1cc(OC)nc(Oc2ccccc2/C=N/O)n1
45	-8	2	3	-4	-2	9	-6	8	-6	-4	O=C(NCCCNc1ccc(C(F)(F)F)cc1[N+](=O)[O-])c1cc(F)c(F)cc1Cl
46	11	0	-4	4	-15	1	-3	-6	-1	-7	CCCC(=O)N=c1sc2c(OC)ccc(OC)c2n1C
47	0	0	5	3	-7	-17	5	-4	7	0	O=C(c1ccc(F)cc1F)N1CCCC(c2nc(-c3ccc(F)cc3)no2)C1 (configuration not stated)
48	1	-3	-4	5	2	0	0	0	-2	-5	Cc1cc(Cl)ccc1Oc1ncnc2oc(-c3ccccc3)cc12
49	-5	2	3	3	-3	4	1	2	5	-8	COc1cc(CC(=O)OCC(=O)Nc2ccc3c(c2)OCCO3)cc(OC)c1OC
50	3	-1	-9	-7	-2	-7	1	4	-1	1	CCOC(=O)[C@]12CCCC=C1N(Cc1cccc3ccccc13)C(=O)[C@H](CC(=O)NCCCN1CCCC1=O)C2
51	-4	-11	-7	-34	-5	-16	-12	-18	-2	3	CCCc1nc2oc(C(=O)c3ccccc3)c(N)c2c2c1COC(C)(C)C2

A portion of the results above, for reference:
No.	SIAE primary	PLCg1 inh	Tn7 DDE FP	ADAM10 inh	ASAP1 GAP inh	ARFGAP1 inh	ADAM17 inh	PLCb3 inh	Tn6 DDE FP	TDP2 inh	Structure
49	-5	2	3	3	-3	4	1	2	5	-8	COc1cc(CC(=O)OCC(=O)Nc2ccc3c(c2)OCCO3)cc(OC)c1OC
50	3	-1	-9	-7	-2	-7	1	4	-1	1	CCOC(=O)[C@]12CCCC=C1N(Cc1cccc3ccccc13)C(=O)[C@H](CC(=O)NCCCN1CCCC1=O)C2

Screens (PubChem)
